Screening data from PubChem.
HCV inhibitor – inhibitors of hepatitis C virus infection; Huh7.5.1 HCVcc-Cre infection, luciferase reporter, 44 h; Potency, µM (highest dose often 41.8 µM), without a hit: top-dose activity change, negative = inhibition, hits mostly inhibitors; 340,000 tested, 3.4% active
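Cells (1,000/well) were plated 4 h before compound, then infected with HCVcc-Cre virus (~0.5 moi). After 44 h further culture, infection was read as luciferase luminescence following a 15 min substrate incubation at room temperature.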
TbPYK inhibitor – T. brucei pyruvate kinase inhibition; Potency, µM (series often up to 76.8 µM), without a hit: at the highest dose activity, negative = inhibition, usual class: inhibitors; TbPYK enzyme, Kinase-Glo Plus ATP luminescence, 45 min; 410,000 tested, 0.12% active; Q57TT1; note: nearly all actives have a fitted effect of over 50% in size
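Enzyme and substrate buffer are dispensed first and compound is pin-transferred. ADP at 130 uM final then starts the reaction, which runs 45 min at room temperature. Detection reagent is added for 10 min before luminescence is imaged.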
Pf growth 48h – inhibits P. falciparum growth in the first generation, 48 h; P. falciparum luciferase growth in erythrocytes, 48 h; Potency, µM (series often up to 28.7 µM), for inactives: top-dose activity change, negative = inhibition, most hits filed as inhibitors; 310,000 tested, 5.9% active; AID 504832
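Erythrocytes infected with P. falciparum carrying an integrated firefly luciferase reporter (2% hematocrit, 0.1% parasitemia final) were exposed to compounds in RPMI 1640 with 0.5% Albumax at 37 C, 5% CO2. Growth inhibition was scored as reduced luminescence.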
Pf growth 96h – inhibits malaria parasite growth, 96 h. P. falciparum luciferase reporter growth, 96 h. Potency, µM (titrated, usually from 28.7 µM), without a hit: at the top dose activity change, negative = inhibition, actives largely listed as inhibitors. 320,000 tested, 6.9% active. AID 504834
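Plates of compound plus infected erythrocytes (2% hematocrit, 0.05% parasitemia final) incubate 96 hours, 37 C, 5% CO2. Detection reagent added; reduced luminescence from the parasites' luciferase reporter flags inhibition.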
Sm TGR block – inhibitors of Schistosoma mansoni thioredoxin glutathione reductase; Q962Y6; purified TGR, DTNB reduction, TNB absorbance 405 nm; Potency, µM (top dose mostly 114 µM), without a hit: at the highest dose activity change, negative = inhibition, hits mostly inhibitors; 360,000 tested, 3% active; note: nearly all actives have a fitted effect of over 60% in size
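First, TGR (20 nM dispensed) and NADPH were mixed with compound. Second, a 15 min room-temperature incubation followed. Third, further NADPH and then DTNB were added to start the reaction. Finally, TNB absorbance was monitored kinetically.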
LmPK inhibitor – blocks Leishmania mexicana pyruvate kinase activity | Q27686 | purified LmPK, Kinase-Glo ATP luminescence, 1 h | Potency, µM (series often up to 57.5 µM), for inactives: at the top dose activity change, negative = inhibition, most hits filed as inhibitors | 290,000 tested, 0.37% active | AID 1721
Target sequence (Q27686 whole entry, looked up): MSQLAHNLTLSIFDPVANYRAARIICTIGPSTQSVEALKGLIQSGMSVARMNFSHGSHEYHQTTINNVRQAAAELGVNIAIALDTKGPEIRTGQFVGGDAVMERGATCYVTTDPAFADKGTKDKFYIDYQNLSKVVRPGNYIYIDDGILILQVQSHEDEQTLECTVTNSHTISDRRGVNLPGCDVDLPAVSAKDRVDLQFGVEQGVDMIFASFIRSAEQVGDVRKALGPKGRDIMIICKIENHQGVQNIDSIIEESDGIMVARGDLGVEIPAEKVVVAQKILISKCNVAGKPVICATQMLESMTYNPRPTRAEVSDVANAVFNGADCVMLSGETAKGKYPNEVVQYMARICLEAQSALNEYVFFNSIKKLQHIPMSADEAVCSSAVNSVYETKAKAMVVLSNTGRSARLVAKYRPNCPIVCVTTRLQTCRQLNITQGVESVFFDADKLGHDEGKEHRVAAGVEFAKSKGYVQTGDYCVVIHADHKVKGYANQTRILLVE
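Kinase-Glo luminescence read after 1 h RT reaction of 0.1 nM LmPK with 0.5 mM PEP and 0.1 mM ADP. Activity scaled between uninhibited and enzyme-free controls.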
Numbers without * were called inactive; ? = inconclusive; nt = not tested or not shown; & = joins results of further samples; [ ] = remark or other dose. Calls come from the whole dose curve; as a rule, active = well fitted curve in the direction sought with a large enough effect; inconclusive = small, poorly fitted or top-dose-only effect, or another doubt; inactive = no such curve, though single readings can be large; an effect the other way counts as inactive or inconclusive. % is set by controls: 0 for no effect and ±100 for the full control effect; potency is the fitted concentration of half-maximal effect.

molecule,HCV inhibitor,TbPYK inhibitor,Pf growth 48h,Pf growth 96h,Sm TGR block,LmPK inhibitor
O=C(c1ccc(=O)oc1)N1CCN(c2ccc(F)cc2)CC1,16%,-4%,2%,2%,?,23%
CCOc1ccc(N(C(=O)CNS(=O)(=O)c2ccccc2)C(CC)C(=O)NCc2ccco2)cc1 (centres undefined),4%,-3%,17%,54%[activator],1%,4%
O=C(CCSc1ccccc1)Nc1ccc(OCc2ccccc2)cc1,0%,-7%,23%,18%,-20%,7%
COc1ccc(N(CC(=O)NCc2ccco2)S(=O)(=O)c2ccc(C)cc2)cc1OC,12%,1%,-14%,13%,-6%,-3%
N#Cc1ccc(/C=N/NC(=O)c2cc(-c3cccs3)nc3ccccc23)cc1,-10%,8%,?,?,-4%,2%
COc1cc(OC)cc(C(=O)NC(=S)Nc2ccc(Cl)c(C(=O)O)c2)c1,21%,3%,1%,8%,22µM*,-4%
O=C(Cn1ncc2c3ccccc3n(Cc3cccc(Cl)c3)c2c1=O)N1CCC2(CC1)OCCO2,?,-1%,4.1µM*,4.7µM*,-3%,3%
CCOC(=O)C1=C(COC(=O)CSc2ccc(Br)cc2)NC(=O)NC1C (centres undefined),7%,1%,-2%,16%,-1%,nt
Cc1cc(NC(=O)CSc2nc(-c3cccnc3)ccc2C#N)no1,-8%,-2%,?,0%,0%,5%
CC(C)c1ccc(NC(=O)CNC(=O)Cn2ccc3ccccc3c2=O)cc1,20%,4%&-2%,25%,-28%,-5%&-3%,0%
O=C(NC1CCCCC1)c1cccc(OCc2ccccc2)c1,14µM*,3%,-21%,?,-4%,2%
CCOP(=O)(OCC)/C(=N/OC(=O)c1ccccc1C)C(N)=O,38%[activator],3%,4%,19%,-32%,-4%
COc1ccc(C)cc1NC(=O)CCCNC(=O)Cn1cnc2sc(C)c(C)c2c1=O,?,4%,16%,11%,-3%,4%
COc1ccc2nc(COC(=O)c3ccco3)c(C(C)=O)[n+]([O-])c2c1,10%,-6%,3%,nt,?,-1%
CCC1Oc2nc(SC)nnc2-c2ccccc2N1C(=O)c1ccccc1 (centres undefined),-3%,4%,-18%,-21%,-10%,1%

molecule,HCV inhibitor,TbPYK inhibitor,Pf growth 48h,Pf growth 96h,Sm TGR block,LmPK inhibitor
CC1=NN(/C(=N\c2nnc(C)s2)Nc2ccc(C)cc2)[C@H](c2ccc(C)cc2)S1,-24%,3%,10µM*,?,-2%,3%
Cc1n[nH]c(=O)nc1N1CCc2ccccc2C1,-1%,4%,5%,-11%,?,1%
COc1ccc(Cl)cc1S(=O)(=O)NCc1cccnc1,12%,2%,11%,nt,4%,11%
COc1ccc(CNS(=O)(=O)c2csc(C(N)=O)c2)cc1OC,18%,-1%&-8%,12%,-20%,1%&2%,-2%
O=C(Nc1nnc(S(=O)(=O)N2CCOCC2)s1)c1ccccc1,11%,-29%,3%,5%,-22%,-1%
CCOc1cccc(C(=O)NC(=S)Nc2ccc3c(c2)OCCO3)c1,-17%,1%,81%[activator],13%,?,-2%
CN1CCN(C(=O)CC23CC4CC(CC(C4)C2)C3)CC1,16%,1%,-1%,nt,6%,4%
CC(C)C[C@H](NC(=O)C1CC(=O)N(c2ccc3c(c2)OCCO3)C1)C(=O)NC1CCCC1 (some centres undefined),?,5%,-6%,-34%,-10%,0%
COc1cc(SC)ccc1C(=O)N(Cc1ccccc1)c1ccccn1,0%,0%,12%,9%,1%,4%
COc1cccc(CNC(=O)c2nnn(CC(=O)Nc3c(C)cccc3C)c2N)c1,-8%,-1%,-5%,?,3%,3%
CCC1=C([N+](=O)[O-])C(c2ccc3c(c2)OCO3)NC(=O)N1 (centres undefined),10%,1%,18%,-6%,3%,0%
Cc1ccccc1OCC(=O)N(Cc1ccco1)c1c(N)n(Cc2ccccc2)c(=O)[nH]c1=O,2%,0%,-27%,-15%,45µM*,nt
Cc1ccc(CN2CCC(C(=O)Nc3cccc(-c4cccc(F)c4)c3)CC2)o1,?,0%,28%,4.7µM*,?,2%
COc1ccc(C(=O)NCc2nc(C)c(C)s2)cc1OC1CCN(C(C)C)CC1,-23%,-6%,?,?,-11%,-5%
CCOC(=O)c1ccc(NC(=O)C2CCN(C(=O)c3ccc(OC)c(OC)c3)CC2)cc1,10µM*,1%,?,nt,1%,-7%

Shown with two lines to a compound: entries from further up.
Second line of a record – HCV inhibitor | TbPYK inhibitor | Pf growth 48h | Pf growth 96h | Sm TGR block | LmPK inhibitor
> CCC1Oc2nc(SC)nnc2-c2ccccc2N1C(=O)c1ccccc1 (centres undefined)
    -3% | 4% | -18% | -21% | -10% | 1%
> CC1=NN(/C(=N\c2nnc(C)s2)Nc2ccc(C)cc2)[C@H](c2ccc(C)cc2)S1
    -24% | 3% | 10µM* | ? | -2% | 3%
> Cc1n[nH]c(=O)nc1N1CCc2ccccc2C1
    -1% | 4% | 5% | -11% | ? | 1%
> COc1ccc(Cl)cc1S(=O)(=O)NCc1cccnc1
    12% | 2% | 11% | nt | 4% | 11%
> COc1ccc(CNS(=O)(=O)c2csc(C(N)=O)c2)cc1OC
    18% | -1%&-8% | 12% | -20% | 1%&2% | -2%
> O=C(Nc1nnc(S(=O)(=O)N2CCOCC2)s1)c1ccccc1
    11% | -29% | 3% | 5% | -22% | -1%
> CCOc1cccc(C(=O)NC(=S)Nc2ccc3c(c2)OCCO3)c1
    -17% | 1% | 81%[activator] | 13% | ? | -2%
> CN1CCN(C(=O)CC23CC4CC(CC(C4)C2)C3)CC1
    16% | 1% | -1% | nt | 6% | 4%
> CC(C)C[C@H](NC(=O)C1CC(=O)N(c2ccc3c(c2)OCCO3)C1)C(=O)NC1CCCC1 (some centres undefined)
    ? | 5% | -6% | -34% | -10% | 0%
> COc1cc(SC)ccc1C(=O)N(Cc1ccccc1)c1ccccn1
    0% | 0% | 12% | 9% | 1% | 4%
> COc1cccc(CNC(=O)c2nnn(CC(=O)Nc3c(C)cccc3C)c2N)c1
    -8% | -1% | -5% | ? | 3% | 3%
> CCC1=C([N+](=O)[O-])C(c2ccc3c(c2)OCO3)NC(=O)N1 (centres undefined)
    10% | 1% | 18% | -6% | 3% | 0%
> Cc1ccccc1OCC(=O)N(Cc1ccco1)c1c(N)n(Cc2ccccc2)c(=O)[nH]c1=O
    2% | 0% | -27% | -15% | 45µM* | nt
> Cc1ccc(CN2CCC(C(=O)Nc3cccc(-c4cccc(F)c4)c3)CC2)o1
    ? | 0% | 28% | 4.7µM* | ? | 2%
> COc1ccc(C(=O)NCc2nc(C)c(C)s2)cc1OC1CCN(C(C)C)CC1
    -23% | -6% | ? | ? | -11% | -5%
> CCOC(=O)c1ccc(NC(=O)C2CCN(C(=O)c3ccc(OC)c(OC)c3)CC2)cc1
    10µM* | 1% | ? | nt | 1% | -7%

More entries follow:
molecule,HCV inhibitor,TbPYK inhibitor,Pf growth 48h,Pf growth 96h,Sm TGR block,LmPK inhibitor
CN(c1ccccc1)S(=O)(=O)c1cc(Cl)ccc1Cl,6%,-5%,?,?,-9%,2%
CCOC(=O)c1c(C)[nH]c(NC(=O)NNC(=O)c2ccccc2Cl)c1C,11µM*,-4%,-11%,24%,-14%,nt
Cc1ccc(-c2c(C)n([O-])c3c([n+]2=O)CCC3)cc1,17%,4%,21%,-9%,1%,-1%
CCOC(=O)c1c(C)c(C(=O)Nc2cc(OC)ccc2OC)c(C)n1CC,?,0%,?,4%,0%,2%
Cc1nc(C)c(-c2ccc(SCC(=O)Nc3cccc(Cl)c3)nn2)s1,10µM*,5%,-7%,13µM*,-1%,9%
Cc1ccc(C(=O)N/C(=C\c2cccs2)C(=O)NCCc2c[nH]c3ccccc23)cc1C,?,4%,?,?,11%,-1%
O=C(COC(=O)c1ccccc1F)Nc1cc(S(=O)(=O)N2CCOCC2)ccc1N1CCCC1,12%,-8%,-15%,-16%,-8%,1%
O=C(O)CSc1nnc(COc2ccccc2)n1-c1ccccc1,9%,-11%,-7%,-29%,-24%,0%
NC(=O)CSc1nnc(-c2ccc(S(=O)(=O)N3CCCCC3)cc2)n1-c1ccccc1,15%,-30%,nt,?,32%,-8%
O=C(CCCCn1c(=O)c2ccccc2n(CC(=O)Nc2ccccc2)c1=O)NCc1ccco1,9%,1%,?,114%[activator],-24%,2%
COc1cc(C(=O)NCC2CCCN2S(=O)(=O)c2cccs2)cc(OC)c1OC (centres undefined),2%,-6%,12µM*,?,-11%,nt
CC1(C)Cc2c(cnn2-c2ccccc2)C(NC(=O)CCN2CCCCO2)C1 (centres undefined),13%,-3%,-14%,?,6%,-10%
O=S1OC(c2ccccc2)c2cc(Cl)ccc21 (centres undefined),21%,-2%,27%,0%,-3%,nt
CCOc1cccc(CNn2cnnc2)c1OCc1ccccc1Cl,10%,0%,-16%,-25%,-33%,2%
CCN(C(=O)CSc1ccc(S(=O)(=O)N2CCOCC2)cn1)c1ccccc1,-8%,2%,?,?,-14%,nt

molecule,HCV inhibitor,TbPYK inhibitor,Pf growth 48h,Pf growth 96h,Sm TGR block,LmPK inhibitor
Cc1cc(C)c(S(=O)(=O)Nc2ncn[nH]2)cc1C,8%,2%,-4%,-30%,6%,-7%
O=C(/C=C/c1ccc(-c2cccc([N+](=O)[O-])c2)o1)N1CCOCC1,?,-12%,97%[activator],55%[activator],40µM*,0%
CC1(C)Cc2nc3oc4c(=S)nc[nH]c4c3cc2CO1,11%,?,27%,10%[5.75 µM],-2%,9%
COCCN(C(=O)CSc1nnc(C)n1Cc1ccccc1)c1c(N)n(Cc2ccccc2)c(=O)[nH]c1=O,4%,5%,-3%,15%,4%,6%[11.5 µM]
CCOc1ccc(CC(=O)OCN2C(=O)c3ccccc3C2=O)cc1,19%,-3%,33%[activator],98%[activator],1%,4%
CC1CCN(S(=O)(=O)c2cn(C)c(=O)n(C)c2=O)CC1,18%,1%,6%,0%,1%,-2%
Cc1ccc(CNc2ncc(-c3ccc4c(c3)OCO4)n2C)cc1,?,28%,-3%,0%,-5%,-6%
O=C(CNC(=O)OCc1ccccc1)Nc1ccc(F)cc1,-10%,2%,-6%,-6%,-12%,nt
Cc1cc(OCC(=O)NNC(=O)c2ccncc2)cc(C)c1Cl,4%,2%,?,10µM*,4%,-9%
O=C1COc2ccc(OCc3ccc(F)cc3)cc21,nt,3%,118%[activator],31%[activator],3%,-16%
CC(=O)NCCc1ccc(O)cc1,3%,-2%,33%[activator],?,-12%,-1%

An excerpt from further up, as a working copy:
molecule,HCV inhibitor,TbPYK inhibitor,Pf growth 48h,Pf growth 96h,Sm TGR block,LmPK inhibitor
O=C1COc2ccc(OCc3ccc(F)cc3)cc21,nt,3%,118%[activator],31%[activator],3%,-16%
CC(=O)NCCc1ccc(O)cc1,3%,-2%,33%[activator],?,-12%,-1%
